# NPYLR7 agonist – mosquito NPYLR7 agonism; HEK293T NPYLR7/Galpha15, GCaMP6s calcium fluorescence; activation, % at 10 µM; 270,000 compounds, 0.15% hits; AID 1259423; in the data active means activation above about 40%;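 further: 0% = vehicle and 100% = reference agonist at the receptor; some compounds past the cut are filed as inactive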
# hcGAS lum – inhibitors of human cGAS. inhibition, % at 12.5 µM. recombinant h-cGAS, ATP depletion, Kinase-Glo luminescence. AID 1259398. Q8N884. 290,000 compounds, 0.081% hits;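 further: 0% = vehicle reaction and 100% = reaction without DNA for no activity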
# Target sequence (Q8N884 whole entry, looked up): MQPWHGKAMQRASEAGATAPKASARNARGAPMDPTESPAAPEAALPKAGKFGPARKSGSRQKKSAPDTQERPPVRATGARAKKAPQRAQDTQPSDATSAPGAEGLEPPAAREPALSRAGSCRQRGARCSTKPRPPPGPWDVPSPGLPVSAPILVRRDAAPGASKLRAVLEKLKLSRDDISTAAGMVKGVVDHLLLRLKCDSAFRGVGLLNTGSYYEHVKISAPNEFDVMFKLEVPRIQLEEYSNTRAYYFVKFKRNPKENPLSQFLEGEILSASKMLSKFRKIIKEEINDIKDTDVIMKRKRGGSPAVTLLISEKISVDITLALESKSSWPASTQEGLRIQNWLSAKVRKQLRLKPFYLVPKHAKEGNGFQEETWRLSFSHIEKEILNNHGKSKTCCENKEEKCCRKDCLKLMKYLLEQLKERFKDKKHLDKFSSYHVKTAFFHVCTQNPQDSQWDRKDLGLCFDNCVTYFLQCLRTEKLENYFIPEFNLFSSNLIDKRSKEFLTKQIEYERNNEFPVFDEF
# mcGAS lum – blocks mouse cGAS activity. 160,000 compounds, 0.15% hits. Q8C6L5. inhibition, % at 12.5 µM. recombinant cGAS, Kinase-Glo ATP depletion luminescence;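 further: 0% = negative control wells and 100% = reference inhibitor with no enzyme activity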
# * hit, by the source's call; / = no result given; & = joins results of further samples. Unless noted, no stated cut-off is given here; in the data, active means inhibition above about 40%; inactive means the rest.
SMILES | NPYLR7 agonist | hcGAS lum | mcGAS lum
CCOc1cc(C2Nc3ccccc3N=C3CC(c4ccc(OC)cc4)CC(=O)C32)cc(Cl)c1O (stereo unspecified) | -13 | -1 | 7
CC1(C(=O)O)CC[C@]2(C)CC[C@]3(C)C(=CC(=O)[C@@H]4[C@@]5(C)CC[C@H](OC(=O)CCC(=O)O)C(C)(C)C5CC[C@]43C)[C@@H]2C1 (stereo partly specified) | -8 | -6 | -10
COCc1cc(C)nc(OCC(=O)N/N=C\c2ccc(OC)c(I)c2)c1C#N | -5 | -1 | -3
CC(C)(C)c1cc(N2CCOCC2)nc(SCc2cccc(C(=O)NCc3ccc4c(c3)OCO4)c2)n1 | 3 | -3 | -7
COc1ccc(/C(C)=N\N2C(C)CCCC2C)c(OC)c1 (stereo unspecified) | -1 | -6 | /
CC(Oc1ccccc1Cl)C(=O)N1CCOC(Cc2ccccc2)C1 (stereo unspecified) | 0 | -3 | /
CC1=C(C(=O)N2CCOCC2)C(c2cccc(F)c2)NC(=S)N1 (stereo unspecified) | 1 | -8 | /
O=c1c2nnn(Cc3ccc(F)cc3)c2ncn1C/C=C/c1ccccc1 | 7 | 1 | /
CC(C)Cc1cc(C(=O)N2CCC3(CCCN(C)C3=O)C2)nc(N)n1 (stereo unspecified) | 5 | -1 | /
O=[N+]([O-])c1cccc(C=C2CCC(C=NN=Cc3ccc(Br)cc3)=C2N2CCOCC2)c1 | -4 | -8 | -5
Cc1ccc(N2C(=O)SC(N(CC(N)=O)c3ccc(C)cc3)C2=O)cc1 (stereo unspecified) | 1 | -8 | /
O=C(NCC1CCCO1)c1coc(CN(CCc2c[nH]c3ccccc23)Cc2ccoc2)n1 (stereo unspecified) | -1 | 6 | 2
CN1CCN(C(=O)CCNS(=O)(=O)C2CCCCC2)CC1 | 13 | -7 | /
Cc1cc(NC(=O)c2cn(Cc3cccc(F)c3)nc2OCc2cccc(F)c2)no1 | -5 | -4 | 0
CC(C)Oc1ccc(-c2cc(C(=O)N/N=C\c3ccccn3)[nH]n2)cc1 | 1 | -12 | -2
Cc1onc(-c2ccccc2Cl)c1C(=O)NC(C)Cc1c[nH]c2ccccc12 (stereo unspecified) | 6 | -6 | -6
Cc1ccc(C(=O)NCC(O)c2cccc(Cl)c2)cn1 (stereo unspecified) | 8 | -4 | -7
NC(=O)c1ccc(NC(=O)NCCn2cnnc2C2CC2)cc1Cl | 1 | -5 | /
O=C(CN(CCN1CCOCC1)C(=O)Nc1c(Cl)cccc1Cl)N(CCc1ccccc1)Cc1ccco1 | 4 | -6 | -6
CC(Sc1n[nH]c(CC2CCCC2)n1)C(=O)N1CCNC1=O (stereo unspecified) | 2 | -1 | /
Cn1c(=O)[nH]c(=O)c2c1nc1n(-c3ccc(F)cc3)c(-c3ccccc3)cn21 | 3 | 4 | 0
CN(C(=O)c1nn2c(C(F)(F)F)cc(-c3cccs3)nc2c1Cl)C1CCCCC1 | -11 | 3 | 2
COC(=O)Cn1c(=O)c2c(nc3n2CC(C)CN3c2ccccc2OC)n(C)c1=O (stereo unspecified) | 1 | -11 | /
CCCCn1c(=O)[nH]c(=O)c2c1nc(CNC(C)c1ccc(F)c(F)c1)n2CC (stereo unspecified) | 1 | -4 | /
CC(Oc1ccc(C(=O)Nc2ccc3c(c2)OC(C)(C)O3)cn1)c1ccccc1 (stereo unspecified) | 2 | -11 | /
Cc1nn(C)c(C)c1NC(=O)NCCc1ccc(F)cc1 | 1 | -6 | -1
O=C(C1CCCN(c2ncnc3c2nc2n3CCCCC2)C1)N1CCCCC1 (stereo unspecified) | 1 | -8 | /
CN(C)C(=O)N1CCCC(C(=O)Nc2ccc3c(c2)-c2ccccc2C3)C1 (stereo unspecified) | 11 | -2 | /
CN(C)S(=O)(=O)c1ccc(C(=O)Nc2ccc(Cl)cn2)o1 | -8 | -11 | /
C=C(Cl)Cn1ccnc1S(C)(=O)=O | 20 | -12 | /
Cc1cccc(C)c1-n1nnnc1SCc1nc(-c2ccccc2)no1 | 35 | -10 | /
CC1=C(C(=O)OC(C)C)C(c2coc3ccc(Cl)cc3c2=O)C2=C(CCCC2=O)N1 (stereo unspecified) | -9 | -5 | -4
C=CCOc1cccn2c(N(C)C(=O)c3ccccc3F)c(CC)nc12 | -5 | -5 | -6
COc1ccc2[nH]c3c(c2c1)CCN(C(=O)c1cc(Cl)cc(Cl)c1)C3c1ccc(COC(C)=O)o1 (stereo unspecified) | 6 | -4 | -5
CC(C)(C)C(=O)NC(=S)Nc1ncccn1 | -1 | 5 | /
CC(=O)CCc1oc2ccc(C)cc2c1-c1ccc(C)o1 | -8 | 5 | 0
O=C1C=CC(=O)N1c1cc(Cl)c(Cl)cc1Cl | 4 | 17 | 29
Cc1ccc(C(=O)Nc2ccc(CC#N)cc2)cc1F | -1 | 0 | /
O=C(NC1CC1)c1ccc(CN(C2CC2)S(=O)(=O)c2cccc3nsnc23)cc1 | -9 | -1 | /
Cc1cn2c3c(=O)n(C)c(=O)n(C)c3nc2n1Cc1cccc2ccccc12 | 3 | -8 | /
CN(C)C(=O)CN1CCC(NC(=O)c2cncc(-c3ccc(N(C)C)cc3)c2)CC1 | 10 | -11 | -11
CCCOC1CCCN(Cc2cnc(S(=O)(=O)C3CCCC3)n2CCCOC)C1 (stereo unspecified) | -5 | -14 | /
CC(C)S(=O)(=O)NC(=O)C1(C)CCN1C(=O)Cc1ccc(-c2ccccc2)cc1 (stereo unspecified) | 0 | -7 | /
CN(C)c1ccc(NC(=O)Nc2ccccc2F)cc1C(=O)NCCc1ccccc1 | -4 | -7 | -5
COC(=O)CN(C#N)c1nc(N(C)C)nc(N(C)C)n1 | 2 | -5 | -5
C=CCn1c(=S)sc2c(SC)nc(C)nc21 | 9 | -5 | /
CN(C)S(=O)(=O)N1CCC(n2nccc2NC(=O)Nc2ccccc2Cl)CC1 | 1 | -9 | /
OCCN1CCN(Cn2c(=S)n(CN3CCN(CCO)CC3)c3ccccc32)CC1 | 4 | -9 | -7
COc1ccc(CN2CCN(Cc3nccs3)CC2CCO)c(C)c1C (stereo unspecified) | 1 | -7 | /
CCC1C(=O)NCCN1c1ncnc2c1nnn2-c1ccccc1 (stereo unspecified) | 4 | -7 | /
COC(=O)N(C)Cc1cccc(N2CCN(S(=O)(=O)c3cccc4ccccc34)CC2)c1F | 4 | -1 | -8
CCN1CCN(C(=O)Cn2ccsc2=NC(=O)c2cccc(OC)c2)CC1 | 3 | -21 | /
CCCC(C)(C)C(=O)N1CCC1(C)C(=O)Nc1cccc2c1CCCC2 (stereo unspecified) | 4 | -12 | /
Cc1nc(SCc2cc(=O)n3ccsc3n2)c2c3c(sc2n1)CC(C)CC3 (stereo unspecified) | 1 | 2 | /
Cc1cccn2cc(CNC(=O)CCC(=O)Nc3ccccc3C(C)(C)C)nc12 | -7 | -6 | -8
COC1(OC)N=C(N)C2(C#N)C(c3ccc(SC)cc3)C12C#N (stereo unspecified) | -1 | -3 | /
CCC1CN(CCCn2cnc3c(N)ncnc32)CCN1CCOC (stereo unspecified) | 6 | -11 | /
COC(=O)c1ccc(N2C(=O)C(C)Oc3ccc([N+](=O)[O-])cc32)cc1 (stereo unspecified) | 8 | 1 | /
COc1ccc(-c2nn3c(N4CCCC4)cc(C)nc3c2C)cc1OC | 0 | 2 | 0
O=C(NC1CCCCCCC1)c1sccc1S(=O)(=O)N1CCN(c2ccccc2)CC1 | 13 | -1 | -2

# Next structures:
SMILES | NPYLR7 agonist | hcGAS lum | mcGAS lum
COc1cccc(C2c3cccn3CCCN2Cc2cccc(C)c2C)c1 (stereo unspecified) | 13 | -8 | -5
FC(F)(F)CCc1ccnc(-c2ccc3c(c2)OCCO3)n1 | 6 | -1 | -17
C=C(C)Cn1c(CCCCCCCCCCC)nc2ccccc21 | 0 | -2 | /
COCCCn1c(=O)c(C#N)cc2c(=O)n3cc(C)ccc3nc21 | 4 | -5 | -5
Cc1ccccc1-n1ncc2c(C)nn(Cc3ccc(F)cc3)c(=O)c21 | -7 | 0 | /
O=C(Cc1noc2ccccc12)NCc1cccnc1-n1ccnc1 | / | -3 | -17
Nc1nc(SCC(=O)Nc2ccc(F)cc2F)[nH]c(=O)c1NC(=O)c1ccc(C(F)(F)F)cc1 | -3 | 1 | -7
O=C(NCCSCc1c(Cl)cccc1Cl)c1cncn1-c1ccc(-c2ccc(F)c(F)c2)cc1 | 11 | 2 | -4
CCOCCCn1c(=N)c(C(=O)OCC)cc2c(=O)n3cccc(C)c3nc21 | 0 | 2 | /
CCCn1c(=O)[nH]c(=O)c2c1nc(C)n2CCOC | 2 | -5 | /
NC(=O)Cc1csc(NC(=O)c2ccccc2Cc2ccccc2)n1 | 7 | -6 | /
O=C(Cc1n[nH]c(=O)c2ccccc12)OCc1nc2ccccc2c2ccccc12 | 2 | -9 | /
O=C(NCCc1c[nH]c2ccccc12)c1cn[nH]n1 | -5 | -8 | /
COC(=O)Cn1c(O)c(N=NC(=O)CNC(=O)c2ccc3c(c2)OCO3)c2ccccc21 | 9 | -4 | -5
CSCc1c(C(=O)Nc2nccs2)oc2ccccc12 | 6&20 | -6&-10 | -15
CCC(c1ccccn1)N(C)Cc1ncc[nH]1 (stereo unspecified) | 6 | -7 | /
O=C(NC(=S)N1CCCCC1CO)C12CC3CC(CC(C3)C1)C2 (stereo unspecified) | -3 | 6 | /
Cc1c(C)n2c3c(=O)[nH]c(=O)n(C)c3nc2n1CCCN(C)Cc1ccccc1 | -4 | -8 | -8
O=C(CCc1cc2c(n1-c1ccc3c(c1)OCO3)-c1ccccc1CC2)NCc1c(F)cccc1Cl | 0 | 5 | 4
Cn1c(=O)c(C(=O)Nc2nc(-c3ccccc3)cs2)c(O)c2ccccc21 | 7 | -5 | -4
COc1ccc(OC)c(/C=C2\C(=N)N3N=C(C)SC3=NC2=O)c1 | 0 | 0 | /
CN(Cc1cnc(N)nc1)Cc1nnc(-c2ccccc2)o1 | 3 | -4 | -12
Cc1ccc(-n2nnnc2CNC(=O)c2ccc(S(=O)(=O)N(C)C)cc2)cc1C | -4 | -2 | -1
COc1ccc(OC)c(CN(Cc2ccc3c(c2)OCO3)Cc2nc(C(=O)NC(C)c3ccccc3)co2)c1 (stereo unspecified) | 20 | -1 | -5

# A stretch from further up, for reference:
SMILES | NPYLR7 agonist | hcGAS lum | mcGAS lum
O=C(Cc1noc2ccccc12)NCc1cccnc1-n1ccnc1 | / | -3 | -17
Nc1nc(SCC(=O)Nc2ccc(F)cc2F)[nH]c(=O)c1NC(=O)c1ccc(C(F)(F)F)cc1 | -3 | 1 | -7
O=C(NCCSCc1c(Cl)cccc1Cl)c1cncn1-c1ccc(-c2ccc(F)c(F)c2)cc1 | 11 | 2 | -4
CCOCCCn1c(=N)c(C(=O)OCC)cc2c(=O)n3cccc(C)c3nc21 | 0 | 2 | /
CCCn1c(=O)[nH]c(=O)c2c1nc(C)n2CCOC | 2 | -5 | /
NC(=O)Cc1csc(NC(=O)c2ccccc2Cc2ccccc2)n1 | 7 | -6 | /
O=C(Cc1n[nH]c(=O)c2ccccc12)OCc1nc2ccccc2c2ccccc12 | 2 | -9 | /
O=C(NCCc1c[nH]c2ccccc12)c1cn[nH]n1 | -5 | -8 | /
COC(=O)Cn1c(O)c(N=NC(=O)CNC(=O)c2ccc3c(c2)OCO3)c2ccccc21 | 9 | -4 | -5
CSCc1c(C(=O)Nc2nccs2)oc2ccccc12 | 6&20 | -6&-10 | -15
CCC(c1ccccn1)N(C)Cc1ncc[nH]1 (stereo unspecified) | 6 | -7 | /
O=C(NC(=S)N1CCCCC1CO)C12CC3CC(CC(C3)C1)C2 (stereo unspecified) | -3 | 6 | /
Cc1c(C)n2c3c(=O)[nH]c(=O)n(C)c3nc2n1CCCN(C)Cc1ccccc1 | -4 | -8 | -8
O=C(CCc1cc2c(n1-c1ccc3c(c1)OCO3)-c1ccccc1CC2)NCc1c(F)cccc1Cl | 0 | 5 | 4
Cn1c(=O)c(C(=O)Nc2nc(-c3ccccc3)cs2)c(O)c2ccccc21 | 7 | -5 | -4
COc1ccc(OC)c(/C=C2\C(=N)N3N=C(C)SC3=NC2=O)c1 | 0 | 0 | /

# From PubChem BioAssay
